Screening data as filed in PubChem BioAssay.
CXXC DNA block: MLL CXXC-DNA interaction inhibition | Q03164 | MLL-CXXC / FITC-HOXA9 DNA fluorescence polarization | Potency, µM (titrated, usually from 115 µM), inactives show top-dose activity change, negative = inhibition, usual class: inhibitors | 290,000 compounds, 0.037% hits | AID 2662; active means well fitted inhibition curve with a large enough effect in the polarisation, with a control signal flat, not every such curve was filed as active; inconclusive means small, poorly fitted or top-dose-only effect, or effect the other way, or a change in a side signal; inactive means no such curve, though single readings can be large or run the other way; the % refers to the polarisation; further: potency means the concentration at half of the fitted maximal effect
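Steps: dispense CXXC domain solution (7 uM) → pin compounds or unlabeled HOX-A9 DNA control → 5 min ambient → add FLSN-HOX-A9 solution (50 nM) → spin → 30 min ambient → fluorescence polarization. Tris pH 7.5/NaCl/DTT/BSA buffer.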
KCNH2 WT inh: blocks the wildtype human KCNH2 potassium channel | U2OS, BacMam KCNH2, thallium flux FluxOr; hits give low values | activity change, % at 1.84 µM | 340,000 compounds, 0.37% hits | AID 720551;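 active means maximum activity change below -70%; inconclusive means maximum activity change between -70% and -50%; inactive means maximum activity change above -50%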; further: on the % scale 0 is the no-effect control and ±100 the full control effect
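U2OS cells were transduced with wild-type KCNH2 virus (2.03 x 10^8 / mL) for 4 h at room temperature, then cultured overnight at 37 C. Thallium flux was read with FluxOr dye. Rate constants were normalized to DMSO controls.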
A-T KAP1 phos: candidate therapy for ataxia-telangiectasia. […] A-T fibroblasts, KAP-1 phosphorylation AlphaLISA; neocarzinostatin DNA damage 30 min before lysis. Potency, µM (top dose mostly 57.5 µM), for the others: at the top dose activation, usual class: activators. 320,000 compounds, 0.19% hits. AID 485349; further: potency means the concentration at half of the fitted maximal effect; % of control where 0% means no effect; nearly all actives have a fitted effect of over 45% in size
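ATM-like activity read as KAP-1 phosphorylation via AlphaLISA donor/acceptor antibody pairs after lysis and 6 hr at 25C. Cells were ATM-null patient fibroblasts ([…], hTERT), dosed 60 min, then exposed to the DSB inducer NCS for 30 min.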
KCNH2 3.1 block: inhibitors of human KCNH2 3.1 potassium channel isoform; U2OS KCNH2 3.1, thallium flux FluxOr; hits give low values; activity change, % (tested at about 1.8 µM); 340,000 compounds, 0.95% hits;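 active means maximum activity change below -70%; inconclusive means maximum activity change from -70% to -50%; inactive means maximum activity change above -50%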;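 further: thallium influx rate constant from kinetic fluorescence after stimulation buffer; on the % scale 0 is the no-effect control and ±100 the full control effect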
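FluxOr-based Tl+ influx in U2OS cells transduced with KCNH2 3.1 virus; rate constants normalized to DMSO controls.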
MBNL1 CUG block: MBNL1-poly(CUG) RNA binding inhibition. 280,000 compounds, 0.036% hits. Q9NR56. TR-FRET MBNL1-His/biotin-(CUG)12 binding, 665/545 ratio. Potency, µM (top dose mostly 57.5 µM), for the others: at the top dose activity change, negative = inhibition, actives largely listed as inhibitors; active means well fitted inhibition curve with a large enough effect in the signal ratio, with a control signal flat, not every such curve was filed as active; inconclusive means small, poorly fitted or top-dose-only effect, or effect the other way, or a change in a side signal; inactive means no such curve, though single readings can be large or run the other way; the % refers to the signal ratio; further: potency means the concentration at half of the fitted maximal effect; on the % scale 0 is the no-effect control and ±100 the full control effect
Target sequence (Q9NR56 whole entry, looked up): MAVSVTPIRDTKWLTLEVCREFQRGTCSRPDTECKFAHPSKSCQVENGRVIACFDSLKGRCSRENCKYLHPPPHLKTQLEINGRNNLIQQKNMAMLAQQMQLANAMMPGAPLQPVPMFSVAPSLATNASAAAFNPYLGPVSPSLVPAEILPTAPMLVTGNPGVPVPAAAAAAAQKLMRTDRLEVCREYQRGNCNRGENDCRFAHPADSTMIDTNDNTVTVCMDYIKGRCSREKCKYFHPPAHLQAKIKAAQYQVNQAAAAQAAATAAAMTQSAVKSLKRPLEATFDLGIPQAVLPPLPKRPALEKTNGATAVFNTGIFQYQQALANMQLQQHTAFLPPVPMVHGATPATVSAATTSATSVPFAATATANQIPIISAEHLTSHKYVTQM
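His-tagged MBNL1 binding to biotinylated (CUG)12 RNA was measured by TR-FRET using terbium anti-His antibody (0.055 ng/ul final) and streptavidin-XL665 (5 nM final). Compounds were titrated 92 nM to 58 uM; 60 min at room temperature.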
TRPV1 ag: activates the human vanilloid receptor TRPV1 | TRPV1-expressing cells, Fluo-8 calcium influx, agonist mode | 320,000 compounds, 0.19% hits | activation, % at 8.33 µM; in the data active means activation above about 80%; inconclusive means between about 30% and that limit; further: 0% is about no effect
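TRPV1-expressing cells were cultured overnight at 35.5C and loaded with Fluo-8 calcium dye for 40 to 90 min at room temperature. After a 10 s baseline, compound was added and calcium influx was read kinetically for 3 min (ex 480/em 520 nm).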
GALK inh: inhibitors of human galactokinase | Purified GALK, Kinase-Glo residual ATP luminescence | Potency, µM (doses to about 57.5 µM), for the others: top-dose activity change, negative = inhibition, usual class: inhibitors | P51570 | 270,000 compounds, 0.007% hits; further: potency means the concentration at half of the fitted maximal effect; on the % scale 0 is the no-effect control and ±100 the full control effect
Target sequence (P51570 whole entry, looked up): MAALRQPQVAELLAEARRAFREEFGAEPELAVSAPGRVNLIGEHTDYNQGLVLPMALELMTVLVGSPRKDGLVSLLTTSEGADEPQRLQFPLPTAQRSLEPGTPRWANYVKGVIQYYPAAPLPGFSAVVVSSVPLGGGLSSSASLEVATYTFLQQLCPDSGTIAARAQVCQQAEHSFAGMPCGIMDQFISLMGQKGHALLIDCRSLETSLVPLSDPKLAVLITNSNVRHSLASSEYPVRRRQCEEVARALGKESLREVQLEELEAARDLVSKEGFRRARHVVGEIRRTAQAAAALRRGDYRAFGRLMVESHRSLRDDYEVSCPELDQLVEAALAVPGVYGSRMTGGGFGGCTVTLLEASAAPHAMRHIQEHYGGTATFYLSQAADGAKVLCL
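GALK at 5 nM final was combined with compound, 35 uM ATP and 100 uM galactose in HEPES pH8.0 with MgCl2 and DTT. The reaction ran one hour at room temperature before luminescent ATP detection.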
Coupling enz: counter-screen for Giardia aldolase inhibitors: coupling enzyme system | activity change, negative = inhibition, % at 58.2 µM, hits read low | coupling enzyme system counterscreen, AmpLite Red fluorescence | 290,000 compounds, 0.67% hits; in the data active means activity change below about -30%; further: on the % scale 0 is the no-effect control and ±100 the full control effect
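Final compound at 57.5 uM, incubated 10 min at RT with coupling enzyme reagent (glyceraldehyde-3-phosphate), then 20 min with substrate and AmpLite Red detection. Fluorescence read at 525/598 nm; tests interference with the coupling assay, not aldolase inhibition.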
S-ASM inh: human S-ASM enzyme inhibition; placental ASM, HMU-PC fluorogenic substrate, 60 min; AID 504937; 340,000 compounds, 0.006% hits; Potency, µM (doses to about 57.5 µM), for inactives: at the highest dose activity change, negative = inhibition, hits mostly inhibitors; further: potency means the concentration at half of the fitted maximal effect
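Fluorogenic HMU-PC substrate (9 uM final) is turned over by placental ASM in 60 min at 37 C after a 10 min compound preincubation. Reaction ended by alkaline stop (pH 10), with fluorescence read at 386/447 nm.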
a7 integrin act: activates integrin-mediated alleviation for muscular dystrophy; Potency, µM (highest dose often 38.3 µM), for the others: top-dose activation, hits mostly activators; 350,000 compounds, 0.064% hits; alpha7betagal myoblasts, beta-gal FDG fluorescence, 48 h;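 further: potency means the concentration at half of the fitted maximal effect; 100% = response of the positive control SU9516; nearly all actives have a fitted effect of over 60% in size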
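Alpha7betagal+/- myoblasts (passage 13) were plated 16-24 hr, then exposed to compounds (1:260 dilution of DMSO stock) for 48 hours at 37C. After MPER lysis, β-galactosidase reporter activity was read as FDG fluorescence (ex 480/em 540) after 30 minutes.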
Starred values were filed as active, the others as inactive; ? = inconclusive; . = no result given; [ ] = remark or other dose. Unless noted, the call rests on the fitted dose curve; in most records, active means well fitted curve in the direction sought with a large enough effect; inconclusive means small, poorly fitted or top-dose-only effect, or another doubt; inactive means no such curve, though single readings can be large; an effect the other way counts as inactive or inconclusive. Compounds were not picked by outcome; 2% or so of the library scored in one or more.

SMILES | CXXC DNA block | KCNH2 WT inh | A-T KAP1 phos | KCNH2 3.1 block | MBNL1 CUG block | TRPV1 ag | GALK inh | Coupling enz | S-ASM inh | a7 integrin act
OC(c1ccccn1)c1c[nH]c2ccccc12 (configuration not stated) | 7.3% | 1.9 | -0.3% | 11.7 | 3.4% | -0.8 | -0.8% | 0.0 | 4.9% | -0.9%
O=C(Nc1ccccc1C(=O)N1CCCC1)C1COc2ccccc2O1 (configuration not stated) | -3.0% | -3.5 | -1.6% | -3.2 | -3.0% | -1.2 | 1.8% | -0.9 | 2.1% | 13.6%
CC(=O)Nc1ccc(S(=O)(=O)Nc2ccn(Cc3ccccc3Cl)n2)cc1 | -10.5% | -2.8 | 3.4% | -6.8 | -1.5% | 0.2 | 2.9% | -7.9 | -1.2% | 0.1%
CC(C)(C)OC(=O)N1CCC(CC2CC(c3cccc(Br)c3)=NO2)(C(=O)NCC2CCCCC2)CC1 (configuration not stated) | 7.5% | 8.1 | 9.1% | -17.7 | -2.3% | 4.5 | . | -2.2 | 1.8% | -0.7%
CCCC(=O)Nc1nc2ccc(C(=O)OCC)cc2s1 | 0.4% | -18.1 | 13.8% | -36.2 | -6.9% | -2.5 | 0.4% | -0.2 | -0.9% | 7.1%
Cc1ccc(S(=O)(=O)N2CCC(C(=O)OCc3c(C)noc3C)CC2)cc1C | . | 4.5 | 5.0% | -3.3 | . | 18.5 | . | . | . | -14.7%
CCCc1cc(=O)[nH]c(Nc2ccc(OC)c(Cl)c2)n1 | 5.3% | -5.2 | 4.8% | -7.6 | 5.0% | -1.9 | -1.1% | 0.6 | -1.2% | 18.8%
c1ccc(CCc2nn3c(Cc4ccccc4)nnc3s2)cc1 | 10.8% | 18.3 | -0.4% | -13.1 | 3.1% | 29.4 | 0.3% | 5.7 | -3.7% | 14.4%[7.66 µM]
O=S(=O)([N-]c1nc2ccccc2nc1-[n+]1ccccc1)c1ccc(Cl)cc1 | 1.3% | 6.3 | -11.7% | -2.7 | ? | -2.7 | -3.3% | 1.4 | -16.1% | -19.8%
CCOC(=O)Cn1c(=O)oc2cc(S(=O)(=O)N3CCN(C(=O)c4ccco4)CC3)ccc21 | 13.3% | 12.7 | 13.8% | 15.5 | -17.5% | -2.2 | . | -2.7 | 2.1% | 3.5%
Cn1ccnc1C(=O)c1ccc(S(=O)(=O)N2CCCC2)cc1 | -1.0% | -3.4 | -1.6% | 1.2 | 12.3% | 0.6 | 12.4% | -0.3 | -5.0% | -7.1%
Cn1cc(Br)c(C(=O)Nc2ncc(Br)s2)n1 | 2.1% | 0.3 | 5.0% | 8.9 | 7.7% | 22.8 | 0.0% | 1.4 | 5.1% | 1.2%
COc1cc(/C=c2\sc3nc(-c4ccncc4)nn3c2=O)ccc1OC(C)=O | -3.4% | . | 0.1% | . | 5.9% | 0.8 | -0.8% | 3.5 | . | .
Cc1ccc2nc(N(CCCN(C)C)C(=O)c3ccc4c(c3)CCCC4)sc2c1 | ? | 31.2 | 3.7% | -16.8 | 4.1% | 3.4 | 1.0% | -1.5 | -11.6% | -45.7%[inhibitor]
COc1ccccc1-n1nnnc1SCC(=O)NCC1(N2CCCCC2)CCCCC1 | . | 10.7 | . | 9.9 | . | . | . | . | -3.7% | 5.0%
O=S(=O)(Cc1ccccc1)N1CCN(c2ncccn2)CC1 | 15.8% | -2.0 | -1.0% | -2.9 | 2.6% | 2.4 | -3.2% | 3.0 | 1.2% | 7.1%
COC(=O)c1ccc(NC(=O)CN2C(=O)CCC2=O)cc1 | 0.9% | 2.7 | -7.5% | -4.7 | -13.8% | -3.9 | 3.1% | -0.1 | 3.5% | 15.2%
CN(C)CCCn1c(=O)n(CCc2ccccc2)c(=O)c2c3c(sc21)CCCCC3 | 5.3% | 30.7 | -7.7% | -44.8 | -9.5% | 4.8 | 0.4% | 1.3 | -3.4% | 12.2%
O=C(COc1ccc(Cc2ccccc2)cc1)c1ccc(F)cc1 | 9.3% | 0.7 | 19.9% | -21.7 | -6.2% | ? | -2.0% | 1.8 | -1.5% | 6.5%
COc1ccc(OC)c(-c2csc(NC(=O)c3ccc4c(c3)OCO4)n2)c1 | 20.6% | -10.8 | 3.2% | 11.9 | 118.8%[activator] | -0.7 | 2.6% | 0.2 | -5.5% | 0.0%
Cc1ccc(C(=O)Cn2cccn2)cc1 | -0.8% | 2.0 | -2.8% | -8.4 | -2.2% | -2.0 | 0.4% | 0.1 | 3.7% | 0.3%
Cc1oc(-c2cccc(Cl)c2)nc1CN1CCCC(C(=O)NCCCN2CCOCC2)C1 (configuration not stated) | -0.2% | -4.9 | -4.4% | 8.7 | -8.1% | 3.8 | 0.2% | 1.7 | 4.0% | -45.1%[inhibitor]
O=[N+]([O-])c1ccc(Cl)c(NC2=NCCCCC2)c1 | -4.6% | -2.5 | -1.0% | 3.0 | ? | -2.0 | 19.1% | 0.7 | -0.9% | -22.7%
COc1ccc(S(=O)(=O)N2CCCC2CNC(=O)C(=O)NCc2ccccc2)cc1 (configuration not stated) | . | -16.6 | 3.8% | -13.4 | . | -6.3 | . | . | 0.3% | -15.4%
COc1ccc2c(c1OC)C(=O)N(c1ncn[nH]1)C2 | 1.4% | 8.7 | -9.8% | -5.1 | -2.0% | -2.1 | 0.1% | 0.4 | 3.6% | -1.4%
Cc1cc(C)n(CC(=O)NNC(=O)CCCOc2ccc(Cl)cc2C)n1 | -9.3% | 7.9 | 1.1% | . | -2.0% | 1.5 | 0.9% | . | -1.6% | 19.7%
CCc1cc2c(SCC#N)ncnc2s1 | -2.9% | -8.1 | -1.5% | -1.0 | -1.0% | -3.6 | 3.0% | 4.2 | -0.4% | -8.0%
COc1ccc(C(=O)Oc2c(CN3CCOCC3)cc(Cl)c3cccnc23)cc1OC | . | -0.2 | . | 1.8 | . | . | . | . | 0.6% | -9.6%
CC(=O)N1c2ccccc2C(CBr)=CC1(C)C | 0.3% | -0.2 | 9.0% | 0.8 | . | . | -3.2% | -2.9 | -0.4% | -3.5%
COc1cc(OC)cc(C(=O)Nn2cc(C(=O)N3CCN(C)CC3)c3ccccc3c2=O)c1 | -4.1% | 7.8 | -4.8% | 3.4 | -5.4% | 3.6 | -1.3% | -1.3 | 1.0% | 0.0%
CCC1(c2ccccc2)NC(=O)N(CC(=O)Nc2ccccc2C(=O)NC2CCCC2)C1=O (configuration not stated) | . | 5.7 | 0.8% | -4.6 | . | -0.6 | . | . | 0.1% | -19.5%
O=C(CCNC(=O)c1ccc(Br)cc1)NCc1ccncc1 | . | 0.9 | 4.8% | -10.2 | . | 3.3 | . | . | 0.4% | 13.8%
COc1cccc(C2Nc3ccccc3C(=O)N2c2ccc(F)cc2)c1O (configuration not stated) | ? | -17.8 | 0.0% | -8.6 | 1.8% | -0.1 | 4.7% | 1.4 | 34.5%[activator] | -22.6%
Cc1ccc(C(=O)OCC(=O)Nc2ncc(Cl)cc2Cl)cc1NC(=O)c1ccco1 | 2.9% | -27.5 | 7.8% | -22.6 | -2.2% | -2.6 | -1.2% | -0.2 | -0.5% | -7.2%
CC1(C)C2CCC(C2)C1(C)NC(=O)CN1CCOCC1 (configuration not stated) | 3.5% | 6.9 | 4.3% | 5.7 | 3.0% | 3.3 | 3.5% | 1.5 | -2.1% | -19.9%
CCOC(=O)C1CCN(c2ccc(C(=O)O)cc2[N+](=O)[O-])CC1 | 2.4% | -8.7 | 0.9% | -8.5 | ? | 1.7 | 0.0% | 0.7 | 6.0% | -3.5%
CCOC(=O)c1c(C)n(C)c2ccc(OCC(O)CNC(CC)CO)cc12 (configuration not stated) | -0.2% | -3.9 | -6.3% | -17.9 | -6.7% | 9.3 | 0.0% | 0.4 | -5.1% | 1.1%
COCCOC(=O)c1c(C)oc2ccc(OC(=O)c3ccco3)cc12 | 113.6%[activator] | -16.4 | 3.2% | -2.7 | -15.7%[11.5 µM] | 10.9 | . | -0.2 | -3.2% | ?
O=C(CSc1ncnc2nc[nH]c12)c1ccc2ccccc2c1 | 12.2% | -3.8 | -1.8% | -2.8 | ? | 3.1 | -2.0% | 1.2 | -16.3% | -12.9%
COc1ccccc1C(=O)COC(=O)C1CCN(S(=O)(=O)c2ccc(C)c(C)c2)CC1 | . | -30.3 | 8.6% | -15.0 | . | 1.8 | . | . | -2.7% | -4.2%
COc1ccc(S(=O)(=O)N2CCN=C2SCc2cccnc2)cc1 | -6.8% | 1.7 | 9.6% | 3.4 | 1.4% | 2.6 | 0.6% | -3.9 | -4.5% | -1.9%
Clc1ccc(Cl)c(OCCCCN2CCNCC2)c1 | 1.0% | -1.4 | 5.0% | 5.9 | -7.3% | 4.5 | -4.2% | 0.3 | -1.0% | -45.6%[inhibitor]
CCOC(=O)c1nn(-c2ccccc2Cl)c(=O)cc1OCC(=O)Nc1cccc(OC)c1 | . | 6.7 | -2.2% | 5.6 | . | 1.0 | . | . | -1.3% | 14.1%
